# Growth percent in the NCI-60 one-dose screen (48 h, 10 µM unless noted): 100 = growth as untreated, 0 = no growth, -100 = all killed.
# SK-MEL-28: SK-MEL-28 melanoma; hit rate 4.1% among 81,000; AID 1794761
# UACC-62: UACC-62 melanoma | AID 1794756 | hit rate 5.4% among 81,000
# MDA-MB-435: MDA-MB-435 melanoma; hit rate 7.8% among 82,000; AID 1794794
# MALME-3M: MALME-3M melanoma | hit rate 5.8% among 78,000 | AID 1794766
# LOX IMVI: LOX IMVI melanoma; hit rate 7.4% among 79,000; AID 1794757
# SK-MEL-5: SK-MEL-5 melanoma. hit rate 6.4% among 80,000. AID 1794755
# UACC-257: UACC-257 melanoma; hit rate 4.4% among 78,000; AID 1794764
# SK-MEL-2: SK-MEL-2 melanoma; AID 1794763; hit rate 4.7% among 77,000
# Starred values were filed as active, the others as inactive; nt = not tested or not shown; & = joins results of further samples. The calls were made as follows: active = growth percent below 10; inactive = the rest.
# A first look, two compounds:
SMILES,SK-MEL-28,UACC-62,MDA-MB-435,MALME-3M,LOX IMVI,SK-MEL-5,UACC-257,SK-MEL-2
Cn1c(=O)[nH]c2c(c(C(=O)O)nn2C)c1=O,105,111,109,nt,nt,108,113,100
O=C(O)c1ccccc1C(=O)Nc1ccc([N+](=O)[O-])cc1,103,106,101,119,101,105,91,106

# This part in full, repeating the preview:
SMILES,SK-MEL-28,UACC-62,MDA-MB-435,MALME-3M,LOX IMVI,SK-MEL-5,UACC-257,SK-MEL-2
Cn1c(=O)[nH]c2c(c(C(=O)O)nn2C)c1=O,105,111,109,nt,nt,108,113,100
O=C(O)c1ccccc1C(=O)Nc1ccc([N+](=O)[O-])cc1,103,106,101,119,101,105,91,106
CC(C)c1ccc(/C=N\NC(=O)CCCCC(=O)N/N=C\c2ccc(C(C)C)cc2)cc1,95,82,99,106,61,96,80,92
O=c1cc2c(=O)oc3cc(O)c(O)oc3c2c(O)c1O,127,97,110,104,91,111,92,109
COc1ccc(-c2csc(N/N=C/c3cn(-c4ccc(C(=O)O)cc4)nc3-c3ccc(C(=O)O)cc3)n2)cc1,108,101,105,106,95,101,107,119
Nc1c(C(=O)NCc2ccccc2)sc2nc3c(cc12)C(=O)CCC3,118,116,nt,140,103,100,106,122
C=CC(=O)NCCCCCCNC(=O)C=C,107,105,107,103,93,105,101,111
CCCCCCCCCCCCCCCCCC(=O)Nc1ccc(OC)cc1,110,97,115,98,96,102,102,102
CCOC(=O)C(CCC(OCC)OCC)C(C)=O (configuration not stated),114,98,112,98,103,103,108,117
O=C(c1ccccc1)c1ccc(O)cc1O,101,99,107,108,96,114,97,98
CCCC(=O)Oc1cc(C)ccc1C(C)(C)C,118,107,108,102,101,99,106,112
O=C(NOCCO)c1cc(CN2OCCCC2=O)c(F)c(F)c1Nc1ccc(I)cc1F,3.1*,4.0*,37,-2.5*,19,46,-13*,nt
CN(C)N=Nc1nn(C(=O)Nc2ccc(Cc3ccccc3)cc2)c2cc(Cl)ccc12,99,81,108,125,97,96,112,101
CCCCCCCCCC[n+]1cccc(C(N)=O)c1,99,80,99,78,86,59,88,85
CCOn1nnc2c(Cl)c3[nH]ccc(=O)c3cc21,106,99,113,101,117,109,129,121
CCOc1cccc(-c2nc(N)nc(Nc3ccccc3SSc3ccccc3Nc3nc(N)nc(-c4cccc(OCC)c4)n3)n2)c1,94,66,89,97,4.8*,88,118,98
NC(=O)/N=C(\CCc1nc2ccccc2[nH]1)c1nc2ccccc2[nH]1,104,87,110,97,91,103,103,nt
N#C/C(=C\c1cccc(Br)c1)c1nc(N)nc(Nc2ccc(S(N)(=O)=O)cc2)n1,106,86,101,105,94,97,96,106
N#Cc1c(N2CCOCC2)nc2n(c1=O)-c1ccccc1Sc1ccccc1-2,103,94,101,nt,97,98,102,101
CC(CCCCCCCCC(=O)O)c1ccccc1 (configuration not stated),110,110,109,97,90,111,107,111
O=C1c2c(c3c4ccccc4[nH]c3c3ccc4ccccc4c23)C(=O)N1CCN1CCOCC1,74,39,59,45,27,37,80,70
FC(F)(F)c1cccc(N(c2nc(Cl)nc(Cl)n2)c2nc(Cl)nc(Cl)n2)c1,107,104,106,98,102,104,107,nt
Cc1nc2ccccc2c(/C=C/c2ccc(F)cc2)c1C(=O)/C=C/c1ccccc1,19,26,-9.7*,31,-82*,27,7.9*,14
COc1cc(-c2ccc3ncnc(N4CCc5ccc(Cl)cc54)c3c2)cnc1Cl,24,10,33,35,12,-1.7*,59,54
C=C(c1ccc(C(=O)O)c(F)c1)c1cc2c(cc1C)C(C)(C)CCC2(C)C,90,83,89,64,94,74,96,89
COc1ccc(C2CC(c3ccc(Cl)cc3)=NN2c2nc(-c3ccccc3)c(C#N)c(=O)n2C)cc1 (configuration not stated),85,58,77,96,79,67,nt,84
CCCCCc1nc2c(c3c1CCCC3)CCCC2,100,82,100,102,88,84,83,80
COc1ccc2c(c1)CC/C(=C\c1cccc(OCC(=O)Nc3nccs3)c1)C2=O,117,108,126,163,105,107,114,83
CC1=NN(c2nc(-c3ccco3)c(C#N)c(=O)n2C)C(=O)C1N=Nc1ccc(C(=O)O)cc1 (configuration not stated),96,97,107,111,102,104,99,97
c1csc(-c2cn3ccnc3c(-c3cccs3)n2)c1,100,99,111,107,99,68,96,nt
Oc1ccccc1/C=N/c1[nH]c(=S)nc2oc(-c3ccccc3)c(-c3ccccc3)c12,108,75,108,95,83,93,101,100
Nc1n[nH]c(-c2cc(Cl)ccc2O)c1-c1ccccc1,122,67,94,82,80,92,99,76
Fc1[nH]nc2ccc([C@@H]3Nc4ccc5[nH]ncc5c4[C@H]4C5CCC(C5)[C@@H]34)cc12 (some centres not stated),55,28,-42*,48,48,26,82,33
Cc1c(O)cccc1O,122,95,95,156,106,106,108,93
COc1c2c(c(OC)c3c(CC(=O)N4CCOCC4)c(-c4ccccc4)oc13)OCO2,107,100,104,104,96,91,108,101
COc1ccc(C(=O)C(Br)C(Br)C(=O)O)cc1 (configuration not stated),108,98,108,109,98,101,nt,94
O=C1CNC(=O)N1c1ccccc1,113&106,108&95,96&104,89&97,101&94,100&99,91&74,90&109
CC(C)(C)C(=O)/C=C/c1ccccc1,108,106,109,93,92,100,94,100
Cn1c(=O)c2[nH]c(Cc3ccc(OCc4ccccc4)cc3)nc2n(C)c1=O,95,59,71,79,79,42,66,75
CCc1cc(O)ccc1Nc1cc(-c2ccc(-n3cccn3)cc2)[nH]n1,81,43,33,110,26,49,70,87
CC(=O)N[C@@H](CCC(N)=O)C(=O)O,101,98,100,nt,91,101,97,118
CN(C)N1C2=C(C(=O)CC(C)(C)C2)C(c2ccccc2)c2c1nc(N)c(C#N)c2N (configuration not stated),107,75,98,115,88,93,99,99
Cc1ccc(C(Cc2ccccc2)NCC(C)O)cc1 (configuration not stated),98,104,104,98,97,104,92,66
CCN(CC)CCOc1ccc(Cl)c(C)c1,107,104,106,94,101,nt,99,nt
CC(C)C(C(=O)O)N1C(=O)/C(=C\c2ccc(-c3ccc(Cl)cc3)o2)SC1=S (configuration not stated),102,97,106,102,101,98,105,100
Cc1cc(OCCCCOc2ccc(C#N)cc2)ccc1[N+](=O)[O-],126,78,88,172,94,93,103,108
Cc1ccc(NCCNCC(O)CO)c2c(=O)c3ccccc3sc12 (configuration not stated),1.8*,-50*,-26*,-12*,-95*,-81*,6.5*,76
Nc1ccc(N2CCOCC2)cc1,118,87,nt,86,104,93,107,92
c1cn2c(ccc3nc(-c4cn[nH]c4)c4c(c32)CCCC4)n1,66,33,35,29,79,88,63,-5.1*
CCOC(C)c1ccc(OC(=O)c2ccccc2)c(OC)c1 (configuration not stated),111,96,116,103,97,98,96,102
CCOC(=O)C1=Cc2c(oc3ccc([N+](=O)[O-])cc3c2=O)C(C)(C)C1,102,88,98,94,107,94,102,96
CN1CCN(Cc2ccc(NC(=O)c3cncc(C#Cc4c(N)ncc5ccc(C#N)cc45)c3)cc2C(F)(F)F)CC1,-79*,-69*,-94*,-82*,-80*,-36*,69,57
O=C(O)c1ccc(-c2nn(-c3ccc(C(=O)O)cc3)cc2/C=N/Nc2ccc(Cl)cc2)cc1,105,82,99,106,79,103,90,110
COc1ccc(/C(C)=N/N=C2C(=O)N(Cc3ccccc3)c3ccc(Cl)cc32)cc1S(N)(=O)=O,94,59,98,103,69,76,79,74
CCN(CC)CC#CCOC(=O)[C@]1(C)CCC[C@]2(C)[C@H]3C[C@H]4C(C(C)C)=C[C@]3(CC[C@H]21)[C@@H]1C(=O)OC(=O)[C@@H]14,102,88,105,102,95,99,103,103
O=c1[nH]ccc2nc(N3CCC(O)CC3)nc(Nc3cccc(C(F)(F)F)c3)c12,76,32,7.3*,64,56,-56*,16,25
Cc1cc(C)c(O)c(Cc2cc(Cl)cc(Cc3cc(C)cc(C)c3O)c2O)c1,97,90,106,108,109,117,82,94
CCN(CC)C(=O)C1=C(C)NC(=S)NC1c1ccc2c(c1)OCO2 (configuration not stated),121,101,109,106,98,102,103,105
O=C(Nc1ccccc1)OCCNC1CCCCC1,98&105,98&99,103&103,109&91,97&88,103&104,100&105,111&126
CCc1oc2ccccc2c1C(=O)c1cc(Br)c(O)c(Br)c1,64,39,-11*,95,62,46,66,60

# Arranged by molar mass (largest number first): 13 of the compounds above
SMILES,SK-MEL-28,UACC-62,MDA-MB-435,MALME-3M,LOX IMVI,SK-MEL-5,UACC-257,SK-MEL-2
CN1CCN(Cc2ccc(NC(=O)c3cncc(C#Cc4c(N)ncc5ccc(C#N)cc45)c3)cc2C(F)(F)F)CC1,-79*,-69*,-94*,-82*,-80*,-36*,69,57
CCN(CC)CC#CCOC(=O)[C@]1(C)CCC[C@]2(C)[C@H]3C[C@H]4C(C(C)C)=C[C@]3(CC[C@H]21)[C@@H]1C(=O)OC(=O)[C@@H]14,102,88,105,102,95,99,103,103
COc1ccc(/C(C)=N/N=C2C(=O)N(Cc3ccccc3)c3ccc(Cl)cc32)cc1S(N)(=O)=O,94,59,98,103,69,76,79,74
CCc1oc2ccccc2c1C(=O)c1cc(Br)c(O)c(Br)c1,64,39,-11*,95,62,46,66,60
CC(C)C(C(=O)O)N1C(=O)/C(=C\c2ccc(-c3ccc(Cl)cc3)o2)SC1=S (configuration not stated),102,97,106,102,101,98,105,100
Cc1cc(C)c(O)c(Cc2cc(Cl)cc(Cc3cc(C)cc(C)c3O)c2O)c1,97,90,106,108,109,117,82,94
Cc1ccc(NCCNCC(O)CO)c2c(=O)c3ccccc3sc12 (configuration not stated),1.8*,-50*,-26*,-12*,-95*,-81*,6.5*,76
CCN(CC)C(=O)C1=C(C)NC(=S)NC1c1ccc2c(c1)OCO2 (configuration not stated),121,101,109,106,98,102,103,105
CCOC(=O)C1=Cc2c(oc3ccc([N+](=O)[O-])cc3c2=O)C(C)(C)C1,102,88,98,94,107,94,102,96
Cc1cc(OCCCCOc2ccc(C#N)cc2)ccc1[N+](=O)[O-],126,78,88,172,94,93,103,108
c1cn2c(ccc3nc(-c4cn[nH]c4)c4c(c32)CCCC4)n1,66,33,35,29,79,88,63,-5.1*
O=C(Nc1ccccc1)OCCNC1CCCCC1,98&105,98&99,103&103,109&91,97&88,103&104,100&105,111&126
Nc1ccc(N2CCOCC2)cc1,118,87,nt,86,104,93,107,92

# (cont.)
SMILES,SK-MEL-28,UACC-62,MDA-MB-435,MALME-3M,LOX IMVI,SK-MEL-5,UACC-257,SK-MEL-2
Cc1nn(-c2ccccc2)c2nc3c(c(-c4ccc(Cl)cc4)c12)CNC(c1ccc(Cl)cc1)N3 (configuration not stated),112,94,103,96,94,101,85,91
CS(=O)(=O)c1ccc(-c2nc3ccccn3c2-c2nc3ccccc3[nH]2)cc1,104,92,102,92,103,97,107,99
Cc1c(Cn2c(C)nc3c(C(=O)O)cc(N4CCOCC4)cc32)cccc1C(F)(F)F,81,65,106,92,101,104,79,nt
Cc1cc2nc3c4cc(C#N)ccc4n(CCN(C)C)c3nc2cc1C,-50*,-61*,-27*,-68*,-56*,-89*,-26*,-87*
c1ccc2c(c1)CCc1c-2n[nH]c1-c1[nH]nc2c1CCc1ccccc1-2,113,95,120,95,71,101,109,108
COc1ccc(-c2c(-c3ccc(F)cc3)[nH]c3[nH]c(=O)[nH]c(=O)c23)cc1,107,106,99,107,101,101,98,126
CC(=O)Nc1cc(F)cc(-c2ccc3[nH]cc(-c4ccccc4)c3n2)c1,-67*,-1.3*,9.4*,-14*,-62*,49,-29*,-18*
Oc1c(-c2n[nH]c(=S)o2)sc2nnc(-c3ccccc3)c(-c3ccccc3)c12,102,94,94,nt,nt,95,97,106
COc1ccc2c(O)c(/C=C3\N=Nc4ccccc43)oc2c1C[C@@H]1CCNC[C@H]1F,-70*,76,68,53,-83*,64,77,97
CC1(C)C(N)=Nc2cc(OCCCN3Cc4ccc(OCCc5cn(CC(=O)N6CCC(CCN7CCCC7)CC6)nn5)cc4C3)c(OCC3CC3)cc21,108,99,102,106,100,103,112,109
Cc1ccc(Oc2c(/C=N/NC(=O)Cn3c(=O)sc4ccccc43)c(C)nn2-c2ccccc2)cc1,94,53,62,66,65,38,73,75
Cc1cc(C)cc(Oc2ccccc2C(=O)O)c1,100,93,103,106,94,101,95,107
C#CCOc1c(OC)cc2c3c1-c1cc4c(cc1CC3OCC2)OCO4 (configuration not stated),104,81,98,117,86,83,101,109
O=C(O)c1cc(C(=O)O)c(C(=O)O)cc1C(=O)O,101,102,109,108,100,108,110,nt
C=C(C)[C@@H]1CC[C@]2(C(=O)N3CCN(C)CC3)CC[C@]3(C)[C@H](CC[C@@H]4[C@@](C)(CCC(=O)N5CCN(C)CC5)[C@H](C(=C)C)CC[C@]43C)[C@@H]12,96,88,96,104,99,84,96,72
COc1ccc(C2SCC(=O)N2c2nnc(Cn3cnnc3)o2)cc1 (configuration not stated),108,93,108,84,92,103,99,nt
CSc1nc2sc3cccc(Cl)c3n2c(=N)c1C#N,115,90,104,95,94,95,108,105
COC(=S)SCc1cc(=O)oc2ccc(OC)cc12,100,nt,96,91,92,108,96,85
N#Cc1c(NC(=O)c2ccco2)[n+]([O-])c2ccccc2[n+]1[O-],104,81,107,112,98,91,102,93
COc1ccc(-c2c(C#N)c(-c3cccs3)nc3c2c(-c2ccccc2)nn3-c2ccccc2)cc1,101,86,91,91,91,96,92,104
O=C(CCN1CCOCC1)c1ccc([N+](=O)[O-])cc1,119,96,117,109,101,106,155,105
Cc1ccc(S(=O)(=O)/C(=C\c2ccc(Cl)cc2)C(=O)c2ccccc2)cc1,100,101,89,107,104,103,114,nt
N#Cc1nc(-c2ccccc2)oc1NCC(c1ccco1)N1CCCC1 (configuration not stated),95,81,23,84,97,88,87,90
CC(NC(=O)OC(C)(C)C)C(=O)NC(Cc1ccccc1)C(=O)NCC(=O)Oc1c(Cl)c(Cl)c(Cl)c(Cl)c1Cl (configuration not stated),101,96,104,90,95,90,96,98
CC(NC(=O)C1(NC(=O)OCc2ccccc2)CCCC1)C(=O)O (configuration not stated),98,100,101,116,101,101,89,105
COC(=O)/C=C(/CN1C(=O)CCC1=O)OC,110,97,110,106,101,117,nt,115
CC(C)Sc1nc(-c2ccccc2)c(C#N)c(N2CCN(C)CC2)n1,100,86,100,105,86,96,106,100

# Assay outcomes (PubChem BioAssay)
